STEP inh = STEP (human) phosphatase inhibition. P54829. recombinant STEP, OMFP fluorogenic substrate, fluorescence. inhibition, % at 20 µM. 360,000 compounds, 0.25% hits;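 active = inhibition at 20 µM, scaled per plate between control wells, above about 37%, limit read from the data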;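 also: 0% = DMSO with enzyme and substrate and 100% = substrate only without enzyme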
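Test system: STEP tyrosine phosphatase / Reagent: OMFP at 25 µM / Doses: 20 µM, 1% DMSO / Read-out: percent inhibition scaled to no-enzyme and uninhibited-enzyme controls, plate-pattern corrected / Detection: FITC-channel fluorescence of OMFP product / Medium: Bis-Tris buffer pH 6.0, 2.5 mM DTT, 0.005% Tween 20 / Schedule: 20 min at room temperature, dark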
NRP1-CendR mod = modulators of CendR peptide binding to human neuropilin-1 | FAM-RPARPAR peptide binding to NRP-1, fluorescence polarization | inhibition, % at 25 µM | 360,000 compounds, 0.85% hits | AID 602438;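 active = inhibition or corrected inhibition above about 18%, plus a signal ratio from 0.5 to 1.5, limit read from the data, passing the limit was not always enough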; also: strong numbers were not always called active
Scp-1 inhibitor = inhibitors of human Scp-1 phosphatase | Q9GZU7 | Recombinant Scp1, phosphopeptide, malachite green phosphate absorbance | inhibition, % at 20 µM | 340,000 compounds, 0.88% hits;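 active = inhibition above about 50% at 20 µM, limit read from the data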;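 also: plate controls were DMSO wells with enzyme for no effect and wells lacking enzyme for full effect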
Target sequence (Q9GZU7 76-261 limits assumed): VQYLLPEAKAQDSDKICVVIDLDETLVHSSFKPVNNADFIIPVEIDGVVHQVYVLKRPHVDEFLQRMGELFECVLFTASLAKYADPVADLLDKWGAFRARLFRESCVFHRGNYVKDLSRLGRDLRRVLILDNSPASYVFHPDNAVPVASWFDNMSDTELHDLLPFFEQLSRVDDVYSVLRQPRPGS
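Test system: SCP-1 phosphatase catalytic domain, residues 76-261 | Compound dosing: One concentration, 20 µM, with 1.0% DMSO | Schedule: 45 min room-temperature reaction, 5 min colour, 30 min stabiliser | Detection: Absorbance at 630 nm | Read-out basis: % inhibition of SCP-1 phosphate liberation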
Neddylation inh = blocks human cullin neddylation; 360,000 compounds, 0.58% hits; TR-FRET cullin neddylation, biochemical; AID 651699; P61081+Q13564; calls only at 25 µM; in the data active = inhibition above about 36%
Target sequence (P61081 whole entry, looked up): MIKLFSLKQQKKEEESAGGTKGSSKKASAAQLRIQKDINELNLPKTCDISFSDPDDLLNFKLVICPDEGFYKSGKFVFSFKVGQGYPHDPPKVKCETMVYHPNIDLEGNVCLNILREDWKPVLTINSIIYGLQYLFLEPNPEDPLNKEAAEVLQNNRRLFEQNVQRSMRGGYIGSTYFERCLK
Target sequence (Q13564 whole entry, looked up): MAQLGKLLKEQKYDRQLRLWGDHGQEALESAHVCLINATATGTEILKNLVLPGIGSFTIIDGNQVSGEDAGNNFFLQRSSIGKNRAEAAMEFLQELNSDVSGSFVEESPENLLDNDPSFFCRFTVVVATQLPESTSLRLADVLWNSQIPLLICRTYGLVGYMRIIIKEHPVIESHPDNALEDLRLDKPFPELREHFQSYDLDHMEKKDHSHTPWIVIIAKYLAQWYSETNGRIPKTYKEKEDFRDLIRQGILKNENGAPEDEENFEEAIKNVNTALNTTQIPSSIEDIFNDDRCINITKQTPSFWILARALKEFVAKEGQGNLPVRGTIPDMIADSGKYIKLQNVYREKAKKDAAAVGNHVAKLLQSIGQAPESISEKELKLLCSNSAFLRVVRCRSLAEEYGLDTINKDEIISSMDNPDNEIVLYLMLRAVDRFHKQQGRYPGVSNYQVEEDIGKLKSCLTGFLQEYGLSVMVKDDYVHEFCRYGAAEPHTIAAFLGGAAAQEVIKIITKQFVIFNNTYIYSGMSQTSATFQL
TbMetRS inhib = blocks T. brucei methionyl-tRNA synthetase activity; purified T. brucei MetRS, ATP depletion, Kinase-Glo luminescence; inhibition, % at 11.9 µM; 360,000 compounds, 0.4% hits;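 active = inhibition above a per-plate cutoff of the control wells' mean inhibition plus 3 SD, cut at about 5.5% in these data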;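 also: 0% = DMSO wells median and 100% = median of wells with control inhibitor compound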
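Material: parasite MetRS enzyme / Replication: singlicate, one well per compound / Signal: luminescence of leftover ATP / Schedule: 2 h aminoacylation at 25 °C after 15 min preincubation / Medium: HEPES-MgCl2-KCl buffer plus DTT, spermine, BSA, pyrophosphatase / Doses: 11.9 µM single point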
DNMT1 block = blocks human DNA methyltransferase DNMT1 | DNMT1 molecular beacon, Hinp1I cleavage, fluorescence | P26358 | inhibition (reported as % activation of signal), % at 10 µM | 360,000 compounds, 0.83% hits; in the data active = inhibition above about 50%
SKN-1 inh = inhibitors of C. elegans SKN-1 | C. elegans VP596 Pgst-4::GFP/RFP ratio, acrylamide-induced, 24 h | inhibition, % at 21.8 µM | 360,000 compounds, 0.49% hits | AID 624304;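 active = interference check ratio from 0.5 to 1.5 plus GFP to RFP signal ratio inhibition reaching or exceeding a fixed threshold, cut at about 30% in these data, passing the limit was not always enough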; also: some compounds called inactive have numbers as strong as hits
SUMO1 PPI mod = alters human SUMO1 binding to SIM partners. AID 602429. 360,000 compounds, 0.33% hits. SUMO1 binding to a labelled peptide, TR-FRET, 1 h. P63165. inhibition, % at 20 µM; in the data active = inhibition above about 37%
Target sequence (P63165 whole entry, looked up): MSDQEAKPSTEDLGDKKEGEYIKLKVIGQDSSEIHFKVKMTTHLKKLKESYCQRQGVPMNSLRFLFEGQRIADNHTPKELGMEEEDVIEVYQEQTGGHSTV
NadD inh = NadD (S. aureus) enzyme inhibition; purified NadD enzyme, colorimetric absorbance read-out; inhibition, % at 20 µM; 360,000 compounds, 0.78% hits; AID 602399; in the data active = inhibition above about 26%; also: some compounds past the cut are filed as inactive
LMPTP block = LMPTP (human) inhibition; P24666; recombinant LMPTP-A, OMFP fluorogenic substrate, fluorescence intensity; inhibition, % at 20 µM; 360,000 compounds, 0.22% hits;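 active = compounds that cut the enzyme signal by at least half of the control window in the single-dose screen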;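 also: plate controls were DMSO wells with enzyme plus substrate for no effect and substrate without enzyme for full effect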
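material = LMPTP-A | quantity = 0.625 nM enzyme | reagent = OMFP substrate, 400 µM final | buffer or medium = Bis-Tris pH 6.0, DTT, detergent | detection = endpoint fluorescence intensity from OMFP dephosphorylation | dosing = single 20 µM dose | read-out basis = % inhibition relative to no-enzyme and uninhibited control wells | control set = no-enzyme and uninhibited controls | timing = 50 min at room temperature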
* = called active by the depositor; i = inactive; . = no result given.

SMILES	STEP inh	NRP1-CendR mod	Scp-1 inhibitor	Neddylation inh	TbMetRS inhib	DNMT1 block	SKN-1 inh	SUMO1 PPI mod	NadD inh	LMPTP block
COc1cc(/C=C2/C(=O)NN(c3ccc(Cl)cc3)C2=O)cc(Br)c1O	83*	-214	35	i	0.3	48	-3	75*	-3	65*
CCOC(=O)N1CCN(C(=O)CSCc2nc(-c3ccccc3C)oc2C)CC1	-2	-6	0	i	-1.1	2	-3	-1	1	-0.7
COc1ccc(/C(C)=N/NC(=O)c2sccc2-n2cccc2)cc1	-2	-10	9	i	-0.6	-3	-4	1	0	1.5
COc1ccc(C(C)(C)C)cc1NC(=O)c1ccc2c(c1)SC1=NS(=O)(=O)CCN12	0	4	-9	i	0.0	69*	5	-2	-6	-0.7
CC1CCCN(C(C(=O)Nc2ccc3c(c2)OCCO3)c2ccccc2)C1 (stereo not drawn)	2	-1	0	i	-0.5	-3	-8	1	8	0.1
COc1ccccc1N1CCN(C(=O)C(Sc2ccccc2)c2ccccc2)CC1 (stereo not drawn)	2	13	1	i	-0.6	-4	12	-2	3	4.5
O=[N+]([O-])c1cc2c(cc1CN1CCN(c3ccc(F)cc3)CC1)OCO2	1	-1	1	i	-0.7	-2	0	-16	2	-2.3
O=C(COc1ccccc1-c1ccccc1)NNC(=O)NC1CCCCC1	-4	6	-10	i	0.9	1	5	-2	-9	0.0
CNc1nc(N)c([N+](=O)[O-])c(NCCO)n1	-1	10	-2	i	-0.6	8	1	1	-2	-0.6
CCOC(=O)c1ccc(NC(=O)COc2ccccc2CNCCc2ccccc2)cc1	2	-4	2	i	0.0	-4	-23	-2	0	1.8
COc1ccc(-c2ccc(-c3nnn(CC(=O)N4CCOCC4)n3)cc2)cc1	1	-1	-2	i	-0.5	-10	20	-1	-3	-1.8
O=C(CN1C(=O)CSC1=O)Nc1ccccc1F	-7	5	0	i	-0.6	2	6	-2	-2	0.0
COc1ccccc1/C=C1\SC(=S)N(CCC(=O)NCCc2ccc(O)cc2)C1=O	-1	-2	-10	i	-0.4	-11	1	10	-2	0.9
O=C(C1CC(=O)N(c2ccc3c(c2)OCCO3)C1)N1CCN(Cc2ccccc2F)CC1 (stereo not drawn)	0	9	-10	i	0.1	3	8	4	2	-1.0
Cn1cnc(S(=O)(=O)N2CCN(c3cccc(C(F)(F)F)c3)CC2)c1	-4	-11	-2	i	0.2	0	12	0	-4	-0.3
Cc1ccccc1C(=O)Nc1ccc(C(=O)N/N=C/c2ccc(O)c(Br)c2)cc1	-2	-5	-8	.	0.1	4	13	6	21	-2.5
CCN(CC)c1ncnc2ccc(Br)cc12	1	-9	-2	i	0.3	1	10	5	3	-1.5
CC(C)(C)c1cc(CN2CCN(CCC#N)CC2)cc(C(C)(C)C)c1O	3	17	3	i	-0.3	3	9	-3	11	-2.6
C=C(C)Cn1c(-c2cccc([N+](=O)[O-])c2)n[nH]c1=S	-1	10	13	i	-0.9	1	-6	-11	1	-2.7
COc1ccc(Cl)c(NC(=O)NCCN2CCN(c3ccccc3)CC2)c1	-1	10	3	i	1.4	-1	-12	0	-20	-3.6
COc1cc(C(=O)NNC(=O)CSc2nnc3ccccn23)cc(OC)c1OC	0	10	-6	i	-0.2	5	-5	1	2	-1.5
O=C(Nc1cccnc1)c1ccc(Cl)c([N+](=O)[O-])c1	1	5	-3	i	0.6	3	-8	-24	5	-0.7
CCSC(=Nc1ccccc1)C1=C(O)COC1=O	1	-2	0	i	0.0	2	-1	1	-1	0.5
COc1ccc(C(=O)CN2C(=O)c3ccccc3C2=O)c(OC)c1C	-1	-1	-11	i	-1.4	-7	5	-15	-12	1.3
Cc1ccc(Cl)cc1NC(=O)CN1CCOCC1	-2	-2	-5	i	-0.3	1	-7	-2	0	-0.8
Cn1c(=O)oc2cc(S(=O)(=O)NCCc3ccccc3)ccc21	0	12	6	i	-1.1	2	12	0	3	-0.2
O=C(Nn1cnc2ccccc2c1=O)c1ccccc1	-2	24	1	i	-0.5	-1	-2	2	4	0.0
O=C(C[n+]1ccccc1)N/N=C/c1ccccc1Cl	-3	26*	-4	i	-0.2	4	9	-2	-5	-2.6
COc1cccc(CC2(CO)CCCN(Cc3ccc(OC(F)F)cc3)C2)c1 (stereo not drawn)	-4	-6	0	i	-0.1	1	15	6	-10	-1.0
COc1ccc(-c2nnc(NC(=O)c3ccc(S(=O)(=O)N4CCCc5ccccc54)cc3)o2)cc1	1	-3	1	.	-0.5	-4	25	21	86*	4.2

Ordered by molar mass (low to high): part of the list above
SMILES	STEP inh	NRP1-CendR mod	Scp-1 inhibitor	Neddylation inh	TbMetRS inhib	DNMT1 block	SKN-1 inh	SUMO1 PPI mod	NadD inh	LMPTP block
Cc1ccc(Cl)cc1NC(=O)CN1CCOCC1	-2	-2	-5	i	-0.3	1	-7	-2	0	-0.8
Cn1c(=O)oc2cc(S(=O)(=O)NCCc3ccccc3)ccc21	0	12	6	i	-1.1	2	12	0	3	-0.2
COc1ccc(C(=O)CN2C(=O)c3ccccc3C2=O)c(OC)c1C	-1	-1	-11	i	-1.4	-7	5	-15	-12	1.3
COc1cccc(CC2(CO)CCCN(Cc3ccc(OC(F)F)cc3)C2)c1 (stereo not drawn)	-4	-6	0	i	-0.1	1	15	6	-10	-1.0

More structures:
SMILES	STEP inh	NRP1-CendR mod	Scp-1 inhibitor	Neddylation inh	TbMetRS inhib	DNMT1 block	SKN-1 inh	SUMO1 PPI mod	NadD inh	LMPTP block
CCn1c(SCC(=O)Nc2nnc(C)s2)nnc1C(C)NC(=O)c1ccccc1 (stereo not drawn)	-1	-1	9	i	-1.0	0	14	5	-1	0.8
CSCc1cc(N2CCCC2)nc(-c2ccccc2)n1	-1	-6	1	i	0.8	-5	10	1	-3	1.1
O=C(Nc1ccc(NC(=O)C2CC2)nc1)c1cccnc1	1	16	-5	i	0.4	1	-15	-3	-5	-0.4
CC(=O)Nc1ccc(OCC(O)CNC2CCCC2)cc1 (stereo not drawn)	-3	7	-8	i	-0.1	-7	-7	0	-5	-0.7
O=C(Nc1ccc(-c2ccccc2)cc1)c1ccccc1	3	-2	-8	i	0.5	1	22	-1	3	-0.6
COC(=O)CSc1nc2c(cnn2-c2ccc(F)cc2)c(=O)[nH]1	-1	4	-4	i	-0.6	3	2	9	-2	-5.9
COc1ccc(NC2CCCN(C(=O)CSc3ccccc3)C2)cc1 (stereo not drawn)	1	0	0	i	-0.2	1	0	0	5	0.4
CCCn1nnnc1NCc1cccc(OC)c1OCC	0	12	-5	i	-0.4	-1	6	-1	8	-1.7
O=C(Nc1cccc(-c2cn3ccccc3n2)c1)c1cnccn1	2	-6	-2	i	0.4	-2	-8	2	3	2.0
O=C(O)/C=C/C(=O)N1N=C(c2ccco2)CC1c1ccco1 (stereo not drawn)	0	-21	0	i	0.2	2	9	0	-2	-5.2
Cc1cccc2sc(N(CCCN(C)C)C(=O)c3ccc(S(=O)(=O)N4CCc5ccccc5C4)cc3)nc12	2	3	7	i	-0.5	6	-12	0	12	1.3
CCn1ccnc1CN1CCCC(CO)(Cc2cccc(OC)c2)C1 (stereo not drawn)	-1	-8	-5	i	0.5	-2	1	1	-11	-2.2
NC(=O)OCC(O)COc1ccc(Cl)cc1 (stereo not drawn)	-2	1	-1	i	-0.2	-1	-2	0	-3	-0.8
COc1ccc(-c2n[nH]c(=S)n2-c2ccccc2C)cc1OC	1	2	0	i	0.1	13	8	7	8	0.0
COc1ccc(N2CCN(C(=O)c3ccc(CNS(=O)(=O)c4ccc(C)cc4)cc3)CC2)cc1	3	9	-8	i	-0.1	-3	0	2	-5	0.2

Copied from the list:
`O=C(Nc1ccc(-c2ccccc2)cc1)c1ccccc1` in LMPTP block is listed with -0.6
`CCn1ccnc1CN1CCCC(CO)(Cc2cccc(OC)c2)C1` (stereo not drawn) in DNMT1 block is listed with -2

(next part)
SMILES	STEP inh	NRP1-CendR mod	Scp-1 inhibitor	Neddylation inh	TbMetRS inhib	DNMT1 block	SKN-1 inh	SUMO1 PPI mod	NadD inh	LMPTP block
Cc1ccc(C)c(OCCC(=O)OCC(=O)Nc2cccnc2Cl)c1	3	2	-2	i	-0.7	4	-5	-1	-9	0.7
COc1ccc(NC(=O)c2ccc(OCC3CCCO3)cc2)cc1OC (stereo not drawn)	-2	8	3	i	-0.5	2	6	4	6	-0.1
C[C@@H]1CCC(=O)N(CC[C@H](Oc2ccccc2)c2ccccc2)CC1	2	10	-6	i	0.1	-2	9	2	3	1.7
CCOC(=O)c1cnc2ccc(C)cc2c1Nc1ccc(N2CCOCC2)cc1	-2	5	-5	i	-0.9	-4	-8	-12	-8	2.0
COc1ccccc1NC(=O)CN1C(=O)CSC(C)C1=O (stereo not drawn)	-1	-6	-1	i	-0.7	-2	2	-1	-2	-2.8
CCOc1ccccc1N(CC(=O)NC1CCCCC1)C(=O)CCCC(=O)Nc1ccccn1	-4	8	-4	i	-0.9	0	6	-2	-2	-2.5
CCCCN(C(=O)c1cccc(C)c1)c1c(N)n(CCC)c(=O)[nH]c1=O	-3	0	-6	i	0.9	0	0	-2	2	-1.2
Cc1nc2ccc(-c3ccccc3)cc2o1	-1	3	-2	i	-0.9	-4	20	15	-1	-0.2
C/C(=N\NS(=O)(=O)c1ccccc1)c1ccc2c(c1)OCO2	-1	4	-2	i	-0.2	1	9	2	-1	-1.0
CNS(=O)(=O)c1cn(CC(=O)NCc2ccc(N(C)C)cc2)cc1S(=O)(=O)NC	3	-4	-12	i	-0.3	-2	-9	-1	-1	0.1
COc1ccc(/C=C2\N=C(SC)N(c3ccccc3OC)C2=O)cc1	0	3	0	i	-0.3	-4	-1	-14	2	3.6
Cc1nc2ccccc2nc1N1CCCC1	0	-7	-8	i	-0.8	2	3	-7	-8	-0.5
O=C(COc1ccccc1)N1CCN(C(=O)Cc2ccccc2)CC1	-2	-4	-6	i	-0.8	3	-1	-1	4	-2.0
Cc1ccc(/C=N/NC(=O)NC23CC4CC(CC(C4)C2)C3)o1	3	4	-7	i	-0.5	-1	5	-6	-4	2.6
CC(=O)Nc1nc(CCN2C(=O)c3ccccc3C2=O)cs1	0	9	-2	i	0.3	2	5	-14	-1	-2.2
COc1ccc(-c2cc3cc(OC)c(OC)cc3c(C)n2)cc1	-1	-12	-2	.	0.5	-5	21	-1	0	2.4
COc1cc(CN(CCN(C)C)Cc2ccccc2)ccc1OCc1ccccc1	0	6	-5	i	-0.2	-4	-15	0	-12	-1.5
COC(=O)c1ccc(S(=O)(=O)NNC(=O)COc2ccc(C)cc2)cc1	0	-6	-5	i	0.6	2	-6	0	1	-2.3
